# PPC-1+TRAIL kill – compounds killing PPC-1 cancer cells with TRAIL present (potentiator screen, no TRAIL-free arm); PPC-1 cells + TRAIL, ATPLite viability luminescence; cell killing (% activity), % at 4 µM; 220,000 tested, 0.41% active; AID 1443;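 active means cell killing above 50% in the first pass at 4 µM, then a duplicate retest at 5 µM averaging 50% or more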;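 further: plate controls were cells with TRAIL plus DMSO for no effect and medium-only wells lacking cells for full effect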
# TRPML3 agonist – human mucolipin-3 channel agonism; Q8TDD5; HEK293 TRPML3-YFP, Fluo-8 calcium fluorescence; 100% = the carbachol control signal; activation, % at 3 µM; 220,000 tested, 0.29% active;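 active means activation above its plate's cutoff, the mean activation of the plate's test wells plus 3 SD, cut at about 12% in these data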;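 further: 0% = DMSO only wells and 100% = carbachol wells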
#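 Test system: TRPML3-YFP stable HEK293 cells. Doses: single point at 3 µM. Incubation: dye loading 1 h 37 °C then 30 min ambient, 125 s read. Signal: Fluo-8 calcium dye fluorescence, ex 470-495, em 515-575 nm. Measure: percent activation from peak-to-basal fluorescence ratio, scaled between DMSO and carbachol.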
# CHOP inhibitor – inhibitors of CHOP induction in ER stress response | 220,000 tested, 3.8% active | CHO-K1 CHOP-promoter luciferase, tunicamycin-induced, 15-18 h | AID 2732 | inhibition, % at 10 µM;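 active means compounds that reduced the stress-induced luciferase reporter signal by more than about 70% of percent inhibition, limit read from the data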;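 further: 0% = tunicamycin plus vehicle and 100% = wells without tunicamycin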
# zfTRPN1 agonist – zebrafish TRPN1 (NompC) channel agonism. HEK293 zebrafish TRPN1-YFP, Fluo-8 calcium fluorescence; 100% = response to 87 µM carbachol. AID 1424. activation, % at 3 µM. 220,000 tested, 0.18% active;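 active means activation above its plate's cutoff, the mean activation of test wells on that plate plus 3 SD, cut at about 19% in these data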;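 further: 0% = DMSO alone and 100% = 87 µM carbachol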
#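 System: zebrafish TRPN1-YFP in HEK293 cells / Dosing: 3 µM single point / Timing: dye loading 1 h at 37 °C, then 30 min room temperature / Signal: Fluo-8 calcium fluorescence, excitation 470-495 nm, emission 515-575 nm / Read-out basis: percent activation from peak over basal fluorescence ratio, control-normalized / Control set: high carbachol 87 µM, low DMSO alone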
# BaF3 tox – counter-screen for JAK2V617F inhibitors: parental Ba/F3 viability inhibitors. 220,000 tested, 1.1% active. AID 1486. CellTiter-Glo ATP luminescence. inhibition, % at 5.6 µM;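 active means inhibition above a per-campaign cutoff, the mean inhibition of all tested compounds plus 3 SD, cut at about 27% in these data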;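 further: 0% = DMSO wells and 100% = JAK Inhibitor I control wells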
# Wee1 degr inh – inhibitors of human Wee1 degradation. HeLa Luc-Wee1K328M stability, luciferase luminescence; 100% = proteasome inhibitor MG132 effect. P30291. 220,000 tested, 1.2% active. reporter increase, % at 5 µM;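 active means activation above the mean of all tested compounds plus 3 SD, set per screening run, cut at about 8.8% in these data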;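 further: cells exposed to compound for 20 h before luminescence read; 0% = DMSO alone and 100% = MG132 at 30 µM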
# RBBP9 inhibitor – inhibitors of human serine hydrolase RBBP9 | inhibition, % at 7.94 µM | recombinant RBBP9, FP-Rh probe fluorescence polarization | 220,000 tested, 0.2% active | AID 1515 | O75884;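 active means inhibition above the campaign mean of all tested compounds plus 3 SD, cut at about 14% in these data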;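 further: plate controls were DMSO wells with RBBP9 for no effect and wells lacking RBBP9 protein for full effect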
#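 Test system – recombinant human RBBP9 · Input – RBBP9 2.5 µM in dispensing solution, pre-mixing · Medium – Tris buffer pH 8.0, NaCl, Pluronic · Schedule – preincubation 30 min plus labeling 45 min at 25 °C · Measured by – fluorescence polarization · Measure – % inhibition · Controls – DMSO and no-protein wells · Replicates – one well per compound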
# Ba/F3 V617F tox – loss of viability in JAK2V617F-driven Ba/F3 cells; Ba/F3 EpoR-JAK2V617F viability, ATP luminescence; inhibition, % at 5.6 µM; 220,000 tested, 1.1% active; AID 1446;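 active means inhibition above the campaign mean plus 3 SD over all tested compounds, cut at about 24% in these data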;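 further: cytokine-independent growth of Ba/F3 cells driven by EpoR plus mutant JAK2; 0% = DMSO-treated cells and 100% = JAK inhibitor I control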
# TNF death inh – TNF-alpha cell death inhibition in Jurkat FADD-/- cells; Jurkat FADD-/- TNF necroptosis rescue, ATP luminescence, 24 h; 0 = TNF only, 100 = no-TNF cells; activation (protection from cell death), % at 10 µM; 220,000 tested, 0.068% active;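 active means activation, meaning protection from cell death, of at least 50% relative to plate controls; inactive means activation below 50%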;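 further: necroptosis triggered by 40 ng/mL TNF-alpha added together with compound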
# Starred values were filed as active, the others as inactive; nt = not tested or not shown; [ ] = another dose, or the depositor's remark. No enrichment for hits; 6.8% or so of the library scored in one or more.
SMILES,PPC-1+TRAIL kill,TRPML3 agonist,CHOP inhibitor,zfTRPN1 agonist,BaF3 tox,Wee1 degr inh,RBBP9 inhibitor,Ba/F3 V617F tox,TNF death inh
O=C(CN1C(=O)c2ccccc2S1(=O)=O)N1CCc2ccccc21,46[5 µM],0.0,-6,0.0,3,-1,-5,-2,-0.9
Cc1nc2ccc3nc(NC(=O)c4ccc5c(c4)OCCO5)sc3c2s1,-5,0.1,-51,0.2,5,1,-12,3,0.3
Cc1cc(-c2nc(C)c(C(=O)NNS(=O)(=O)c3ccccc3)s2)no1,16,0.0,-1,-0.1,-1,1,-4,3,-2.7
O=S(=O)(NCc1ccc2c(c1)OCO2)c1ccc2oc3ccccc3c2c1,nt,0.8,nt,-0.4,5,-2,-8,-2,0.0
CCCCC(=O)NCCc1cc2c(C)ccc(C)c2[nH]c1=O,nt,0.2,nt,0.5,5,-2,-4,1,-0.6
O=C(Nc1ccc(Cl)cc1)Nc1ccccc1C(=O)NCc1ccco1,-12,0.2,19,0.6,2,-1,-10,-1,-2.0
COc1ccc(Cl)cc1NC(=S)NCc1ccco1,6,-0.5,24,0.1,7,2,-5,1,-3.5
Cc1ccc2c(c1)C(=O)C(=O)N2CC(=O)Nc1ccc(N2CCOCC2)cc1,nt,0.8,-4,0.8,3,4,-4,-2,-0.4
O=C(Nc1nnc(-c2ccccc2)s1)c1cc(S(=O)(=O)N2CCOCC2)c(Cl)cc1Cl,14,1.2,-31,1.8,3,0,-1,0,-1.1
COC(=O)c1ccc2c(=O)n(-c3ccccc3F)c(=S)[nH]c2c1,24,0.5,-19,1.0,5,2,0,-2,0.0
c1ccc(-c2nnc(CSc3nnc(-c4cccs4)o3)o2)cc1,nt,0.0,24,-0.4,-1,-1,-10,-3,-4.7
Cc1cc(C)c(S(=O)(=O)Nc2ccccc2-c2ccccc2)c(C)c1,1,13*,69,-0.5,6,1,-8,0,0.3

# Single records, from the list above.
# O=C(CN1C(=O)c2ccccc2S1(=O)=O)N1CCc2ccccc21 is entered as PPC-1+TRAIL kill: 46[5 µM]; TRPML3 agonist: 0.0; CHOP inhibitor: -6; zfTRPN1 agonist: 0.0; BaF3 tox: 3; Wee1 degr inh: -1; RBBP9 inhibitor: -5; Ba/F3 V617F tox: -2; TNF death inh: -0.9
# Cc1nc2ccc3nc(NC(=O)c4ccc5c(c4)OCCO5)sc3c2s1 is entered as PPC-1+TRAIL kill: -5; TRPML3 agonist: 0.1; CHOP inhibitor: -51; zfTRPN1 agonist: 0.2; BaF3 tox: 5; Wee1 degr inh: 1; RBBP9 inhibitor: -12; Ba/F3 V617F tox: 3; TNF death inh: 0.3
# Cc1cc(-c2nc(C)c(C(=O)NNS(=O)(=O)c3ccccc3)s2)no1 is entered as PPC-1+TRAIL kill: 16; TRPML3 agonist: 0.0; CHOP inhibitor: -1; zfTRPN1 agonist: -0.1; BaF3 tox: -1; Wee1 degr inh: 1; RBBP9 inhibitor: -4; Ba/F3 V617F tox: 3; TNF death inh: -2.7

# (cont.)
SMILES,PPC-1+TRAIL kill,TRPML3 agonist,CHOP inhibitor,zfTRPN1 agonist,BaF3 tox,Wee1 degr inh,RBBP9 inhibitor,Ba/F3 V617F tox,TNF death inh
CC(C)c1ccc(S(=O)(=O)N2CCCCC2)cc1,-2,15*,4,-0.1,3,-2,-8,0,0.1
C/C(CC1CC(C)OC1=O)=N\NC(N)=S (stereo not given),14,0.6,-5,1.3,5,-1,-8,0,1.9
Cc1noc(C)c1S(=O)(=O)N1CCCC(C(=O)N2CCC(C)CC2)C1 (stereo not given),-8,0.6,20,0.3,-1,-2,8,-3,-1.2
CCOc1ccc(-c2nnn(CC(=O)NCCc3c[nH]c4ccccc34)n2)cc1,11,-0.1,46,-0.1,2,-3,-2,-3,-11
O=S(=O)(c1ccc2nc(SCc3cccc(Cl)c3)[nH]c2c1)N1CCOCC1,-4,0.0,5,-0.3,6,-4,-4,-5,4.0
COc1ccccc1/C=C\C=N\NC(=O)c1ccco1,8,0.1,-24,1.1,6,2,-3,-1,0.5
Cc1ccc(/C=N/NC(=O)Cc2cccn2C)cc1,4,0.4,6,-0.3,2,2,-5,-3,3.5
CCC(Sc1nc(N)c(NC(=O)c2ccc(OC)cc2)c(=O)[nH]1)C(=O)O (stereo not given),6,1.3,6,0.7,2,3,0,1,0.2
COC(=O)Cc1c(O)ccn(Cc2ccc(F)cc2)c1=O,18,-0.1,-4,-0.1,4,-2,-5,-1,0.3
O=C(Oc1cc2oc(=O)c3c(c2cc1Cl)CCCC3)c1ccco1,0,0.0,57,-0.2,5,-2,-4,0,-1.1
Cc1ccc(/C=C/C(=O)c2ccc(C)cc2)cc1,18,0.3,-23,0.4,4,0,-5,0,-2.0
Cc1ccc(S(=O)(=O)Nc2c(C)n(C)n(-c3ccccc3)c2=O)cc1C(=O)OC(C)C(=O)N(C)c1ccccc1 (stereo not given),7,-0.1,31,-1.2,12,-2,-3,3,-1.2

# Molecules listed so far that contain fluorine, in the order listed:
SMILES,PPC-1+TRAIL kill,TRPML3 agonist,CHOP inhibitor,zfTRPN1 agonist,BaF3 tox,Wee1 degr inh,RBBP9 inhibitor,Ba/F3 V617F tox,TNF death inh
COC(=O)c1ccc2c(=O)n(-c3ccccc3F)c(=S)[nH]c2c1,24,0.5,-19,1.0,5,2,0,-2,0.0
COC(=O)Cc1c(O)ccn(Cc2ccc(F)cc2)c1=O,18,-0.1,-4,-0.1,4,-2,-5,-1,0.3

# Later entries:
SMILES,PPC-1+TRAIL kill,TRPML3 agonist,CHOP inhibitor,zfTRPN1 agonist,BaF3 tox,Wee1 degr inh,RBBP9 inhibitor,Ba/F3 V617F tox,TNF death inh
CCCS(=O)(=O)N1CCC(C(=O)c2cccc(C(F)(F)F)c2)CC1,20,0.0,31,0.9,3,-2,2,-4,-1.0
COc1ccc(C2C3=C(CC(C)(C)CC3=O)Oc3ncn(CC(C)C)c(=N)c32)cc1 (stereo not given),2,-0.3,6,-0.2,9,1,-4,2,-3.1
N#Cc1ccccc1NC(=O)CSc1nnc(-c2ccc(F)cc2)n1-c1ccccc1,3,0.0,28,-0.6,8,-1,-2,1,-1.5
COc1cc(NC(=O)CN2C(=O)NC(c3ccccc3)(c3ccccc3)C2=O)c(C)cc1[N+](=O)[O-],25,0.2,12,2.0,11,3,-9,1,0.4
Cc1cc(C)nc(SCc2nnc(SCc3ccc([N+](=O)[O-])cc3)n2Cc2ccco2)n1,-20,-1.4,16,-2.9,6,-2,-3,17,0.6
O=c1oc(-c2cccnc2)nc2ccccc12,-8,-0.3,19,0.6,3,0,-1,-4,-1.3
CN1CCN(c2ccccc2NC(=O)Cc2ccc(Cl)cc2)CC1,-9,0.3,6,-0.6,9,1,-1,3,0.0
O=C(NC1CCCCC1)C(c1ccccc1)N1CCC2(CC1)OCCO2 (stereo not given),28,-0.2,-34,-0.8,-1,6,-2,-1,1.7
CCOC(=O)C(=NC1CCCCC1)NNc1cccc(C(F)(F)F)c1,-15,0.1,28,1.0,2,-3,-15,36*,-1.9
O=C(Cn1c(C(F)(F)F)nc2ccccc21)N1CCCC1,4,0.4,2,-0.5,3,-2,-4,-2,1.1
O=C1CCCN2N=C(SCC(=O)Nc3nc4ccccc4s3)SC2=N1,-8,3.0,20,3.7,6,3,-12,2,1.2
Cc1ccc(N2C(=O)c3ccccc3C2O)nc1 (stereo not given),53*[5 µM],0.6,37,0.8,26,0,-5,20,-14
COC(=O)c1cc(NC(=O)c2cc(-c3ccc(C(F)(F)F)cc3)oc2C(F)(F)F)ccc1N1CCOCC1,8,0.9,59,-0.1,2,0,-4,-1,1.9
CCOc1cc(N2CCOCC2)c(OCC)cc1NC(=O)COc1ccccc1[N+](=O)[O-],-2,1.2,30,0.5,4,-5,-9,0,-1.1
CC(Oc1cc(-c2ccccc2)cc2ccccc12)C(=O)N1CCOCC1 (stereo not given),3,0.1,28,-1.4,7,1,-5,0,-1.5
Cc1cc(C)nc(SCC(=O)Nc2ncc3c(n2)CCCC3=O)n1,43,0.5,0,0.6,4,4,-2,-4,-1.3
Cc1cccc(Cn2c(O)c(N=NC(=S)Nc3ccccc3F)c3ccccc32)c1,-1,0.9,-3,1.1,2,1,-3,-1,-3.5
c1ccc(C(c2ccccn2)c2ccccn2)cc1,4,-0.7,-30,0.5,3,0,-8,-4,-1.0
C/C(=N\O)C(=O)NCCCNCCCN(C)C,11,1.4,-21,1.1,-1,-3,1,-3,1.0
CC(=O)NCC(=O)NC(C(=O)Nc1ccc2c(c1)OCCO2)c1ccccc1 (stereo not given),10,0.7,45,0.4,7,2,-2,-3,0.7
O=C(c1ccc(S(=O)(=O)N2CCCCC2)cc1)N1CCN(CCN2C(=O)c3cccc4cccc(c34)C2=O)CC1,33,-0.3,60,0.3,9,0,4,0,-5.8
c1ccc(-c2nnc(-c3ccncc3)o2)cc1,5,0.7,10,1.0,4,2,-3,2,-1.3
COc1ccc(OCc2nnnn2-c2ccccc2)cc1,35,-1.6,-11,-1.3,2,2,0,-4,-2.1
COc1ccc(CNC(=S)N/N=C(/C)c2ccccc2)cc1,4,-0.8,-65,-1.8,-3,1,-10,-1,1.4
CCCCn1ccnc1C(=O)c1ccc(S(=O)(=O)N2CCCC2)cc1,10,0.8,11,0.6,3,0,-7,-5,2.5
O=C(NC(=S)N1CCCCCC1)c1ccc(Cl)cc1Cl,-4,0.0,-32,1.4,8,-2,6,5,-0.8
O=C(Sc1nnc(-c2ccccc2)o1)N1c2ccccc2Sc2ccccc21,-5,0.3,-4,-1.9,4,2,2,0,-16
O=C(CSc1nnc(Cc2ccccc2)n1-c1ccccc1)N1CCOCC1,-4,0.0,-10,0.1,5,3,-6,0,-2.3
Cc1ccc(-n2nnnc2SCc2nnc(-c3ccccc3Br)o2)c(C)c1,8,0.3,43,0.8,8,0,-9,-1,-0.7
CC(=O)c1ccc(N2CCN(c3ccc(S(=O)(=O)N4CCN(C)CC4)cn3)CC2)cc1,5,2.4,0,3.4,7,0,4,0,-2.3
O=C(NCCCN1CCC(Cc2ccccc2)CC1)C1CCN(S(=O)(=O)N2CCOCC2)CC1,8,0.9,8,0.7,4,3,2,2,0.9
COc1ccccc1N(CCC#N)C(=O)CSc1nc(-c2ccccc2)cn1N,-2,-0.1,13,1.7,10,-2,0,-1,0.1
Cc1ccc(NCc2nnc(SCC(=O)N(Cc3ccccc3)C(C)(C)C)o2)c(C)c1,29,-0.2,64,0.3,-1,2,3,-2,-5.0
COc1cc(/C=N/NC(=O)c2nc(C)cc(C)n2)ccc1O,6,0.4,14,1.2,4,-1,-11,4,-0.7

# From PubChem
